Screening results (PubChem BioAssay)
NF-kB expr up: raises NF-kB expression in human neuronal cells; NF-kB reporter expression; hits give high values; fold change at 12.5 µM; 190,000 compounds, 1.6% hits; in the data active = fold change above about 3.3
STAT1 act: STAT1 signaling activation; AID 932; 200,000 compounds, 2.6% hits; NIH 3T3 STAT1-luciferase reporter, IFN-gamma, luminescence; 100% = IFN-gamma alone, no compound; activation (% of control), % at 5.5 µM;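 active = activation above the screen-wide mean activation plus 3 SD, cut at about 130% in these data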;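 note: raw ratio to IFN-gamma control signal so 100% means no change and 0% no light; values of inactives mirror those of a sister screen read the other way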
HMGR II inh: E. faecalis class II HMG-CoA reductase inhibition | purified E. faecalis HMGR, NADPH absorbance 340 nm kinetic | inhibition, % at 10 µM | AID 1066 | 190,000 compounds, 0.41% hits;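 active = inhibition above a set limit, the median over all tested compounds plus 3 SD, cut at about 9.5% in these data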;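 note: enzyme runs in reverse so mevalonate oxidation gives rising NADPH absorbance; 0% = complete reaction with DMSO and 100% = background rate lacking mevalonate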
FLuc stim CS: affects firefly luciferase, flagging false hits in luciferase stimulation screens. ATPlite luciferase biochemical, luminescence, 10 min; 0 = ATP-free wells, 1 = DMSO control. activation factor at 10 µM. 200,000 tested, under 10 active. AID 1027;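 active = luciferase activation factor, scaled between plate controls, of at least 2 with compound at 10 µM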
Target sequence (P08659 whole entry, looked up): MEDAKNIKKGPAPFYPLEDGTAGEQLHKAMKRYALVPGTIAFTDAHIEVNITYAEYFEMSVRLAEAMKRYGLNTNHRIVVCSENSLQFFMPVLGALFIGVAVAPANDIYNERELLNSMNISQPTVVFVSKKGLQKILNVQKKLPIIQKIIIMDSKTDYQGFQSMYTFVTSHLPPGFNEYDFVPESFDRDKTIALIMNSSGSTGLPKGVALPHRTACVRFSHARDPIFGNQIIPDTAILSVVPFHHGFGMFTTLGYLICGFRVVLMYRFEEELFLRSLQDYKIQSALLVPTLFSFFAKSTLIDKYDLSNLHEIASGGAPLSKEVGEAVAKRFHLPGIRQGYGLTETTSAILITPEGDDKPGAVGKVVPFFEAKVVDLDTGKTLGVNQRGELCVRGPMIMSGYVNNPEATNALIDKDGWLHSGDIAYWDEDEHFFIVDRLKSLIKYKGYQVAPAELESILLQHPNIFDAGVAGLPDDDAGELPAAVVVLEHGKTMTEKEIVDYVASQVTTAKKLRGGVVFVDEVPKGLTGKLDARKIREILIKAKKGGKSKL
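Assay system: Luciferase/luciferin reagent mix; Medium: PBS as buffer for the ATP substrate; Dosing: test compounds dosed from 2 mM stocks in 100% DMSO; Times: 10 min, room temperature; Signal: luminescence from luciferase reaction; Read-out: luciferase activation; Controls: No-ATP low control, compound-free enzyme-plus-ATP high control.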
APP 5'UTR act: APP 5'UTR luciferase reporter activation | activation, % at 2 µM | 190,000 compounds, 1% hits | AID 1276 | SH-SY5Y APP 5'UTR luciferase reporter, luminescence; zero percent = DMSO vehicle wells;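 active = activation above a set limit, based on mean plus 3 SD of controls, cut at about 140% in these data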; note: values of inactives mirror those of a sister screen read the other way
G6PDH CS: inhibits Leuconostoc G6PDH, flagging false hits in G6PDH-based assays; Purified L. mesenteroides G6PDH, diaphorase/resazurin coupled fluorescence, 45 min; inhibition, % at 5 µM; 200,000 compounds, 0.12% hits; in the data active = inhibition above about 50%
FLuc inh counter: inhibits firefly luciferase, flagging false hits in luciferase inhibition screens; P08659; ATPLite firefly luciferase biochemical luminescence, 10 min; inhibition, % at 10 µM; 200,000 compounds, 1.5% hits;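 active = inhibition above about 50% when tested at 10 µM, limit read from the data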
Redox H2O2 prof: compounds producing H2O2 with reducing agent – biochemical, NIH compound library profiling, artefact control for MLSCN library redox annotation, primary screen | 200,000 compounds, 0.03% hits | DTT-dependent redox cycling H2O2, phenol red/HRP absorbance; 100% = 100 µM peroxide control, 0% = buffer | activation, % at 10 µM;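 active = activation of at least 50% relative to the plate's high and low controls in the primary single-dose screen; inactive = activation below 50%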;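 note: compound incubated with DTT at 0.8 mM final as the reducing agent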
Hsp70 act: switches on Hsp70 transcription; AID 1203; 200,000 compounds, 0.04% hits; activation, % at 10 µM; HeLa Hsp70 promoter luciferase reporter, luminescence; scaled: vehicle 0, proteasome-inhibitor control 100%;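 active = activation above the mean across all tested compounds plus 3 SD, cutoff set per campaign, cut at about 5.5% in these data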;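 note: 100% = MG132 at 30 µM as the positive control and 0% = DMSO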
APP 5UTR inh: APP translation inhibition; inhibition, % at 2 µM; 190,000 compounds, 0.82% hits; SH-SY5Y APP 5'UTR-luciferase reporter, luminescence;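 active = inhibition above a set limit, derived from the sample mean plus 3 SD, cut at about 45% in these data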; note: values of inactives mirror those of a sister screen read the other way
* = called active by the depositor; x = no result given. Some of the compounds tested; the hit share may differ from the screen's.

Each structure is followed by: NF-kB expr up, STAT1 act, HMGR II inh, FLuc stim CS, APP 5'UTR act, G6PDH CS, FLuc inh counter, Redox H2O2 prof, Hsp70 act, APP 5UTR inh
Oc1ccc2c3c1OC1C(O)CC[C@@]4(O)[C@@H](C2)N(CC2CCC2)CC[C@]314 (stereo partly drawn)
→ x, x, 1, 1, x, 0, 3, x, -0.1, x
O=C1NC(=O)C(=Cc2ccc(N3CCN(C(=O)c4ccccc4)CC3)c([N+](=O)[O-])c2)C(=O)N1
→ 1, 103, 1, 1.1, -2, -4, -7, -0.7, 0.1, 2
O=C1NC(=O)C(CCc2ccncc2)(C2CCCCC2)C(=O)N1
→ 0.98, 93, -1, 1.1, -19, 4, -7, 1.9, 0.1, 19
CC(=O)Nc1ccccc1C(=O)OCc1ccc(F)cc1
→ 0.97, 175*, 3, 1.1, 6, -3, -10, 0.1, 0.2, -6
O=C(Cc1ccccc1)N1CCN(Cc2c[nH]c3ccccc23)CC1
→ 0.89, 88, -10, 1, -13, 10, -1, 1.0, -0.1, 14
O=C(Cc1ccccc1)NC(Oc1ccccc1Cl)C(Cl)(Cl)Cl (stereo not drawn)
→ 0.76, 102, -1, 1.1, -17, -1, -7, 0.0, -0.6, 17
CN1CCC(n2nccc2N)CC1
→ 0.95, 105, -7, 1.1, 5, 4, -7, 2.5, -0.3, -5
O=C1NC(=O)C(=Cc2ccc(N3CCOCC3)cc2)C(=O)N1
→ 1.2, 98, -6, 1, 10, -3, -4, -1.3, -0.1, -10
CC12CN3CC(C)(CN(C1)C3c1cccnc1)C2=O (stereo not drawn)
→ 1.3, 108, 0, 1.1, -7, 1, -8, -3.8, -0.5, 7
Cc1cccc(-n2c(O)c(/C=N/Nc3nc4c(c(=O)n(C)c(=O)n4C)n3C)c(=O)[nH]c2=S)c1
→ 0.88, 100, -5, 1, 12, -12, 2, -0.1, -0.3, -12
CCCC(=O)NC(Oc1ccc(OC)cc1)C(Cl)(Cl)Cl (stereo not drawn)
→ 1.6, 99, 3, 1.1, 6, 10, -5, -0.5, -0.1, -6
CC(C)(C)c1nc(NCc2ccc3c(c2)OCO3)c2nnn(Cc3ccccc3Cl)c2n1
→ 1.1, 106, -1, 1, 12, 6, 1, 4.3, 0.7, -12
O=c1[nH]c(=O)n(CCC2=CCCCC2)c(O)c1C=NCCN1CCNCC1
→ 0.89, 98, -2, 1.1, -17, 8, -5, -0.1, 0.2, 17
CCn1c(P(C)(=O)O)nc2ccccc21
→ 1.1, 102, 1, 1, 20, -5, -4, 0.2, -0.1, -20
COc1ccc(CCNCc2ccncc2)cc1
→ 0.94, 98, -3, 1.1, -23, -3, -8, 0.0, 0.2, 23
C=C(CC1CC(O)[C@]2(C)OC3CC4OC5C[C@]6(C)O[C@]7(C)CCC8OC9C[C@]%10(C)OC%11C(C)=CC(=O)OC%11CC%10OC9C[C@@H](C)C8OC7CC6O[C@]5(C)C/C=C\C4OC3CC2O1)C(=O)O (stereo partly drawn)
→ 1.6, 104, -1, 1, -26, 3, -4, -0.8, 0.0, 26
CC(C)n1c(=O)c(C=Nc2ccc(F)cc2)c(O)n(Cc2ccco2)c1=O
→ 1.1, 90, 0, 1, 4, 2, -3, -0.8, 0.1, -4
CCOC(=O)CNC(=O)CNC(=O)C(Cc1ccc(N(CCCl)CCCl)cc1)NC(C)=O (stereo not drawn)
→ 1.2, 104, 1, 1.1, 14, 12, -8, -0.2, -0.2, -14
CCC(C)(C)n1nnnc1C(c1cccs1)N1CC=C(c2ccc(F)cc2)CC1 (stereo not drawn)
→ 1, 111, 1, 1.1, 2, 3, -8, 0.2, -0.1, -2
O=C1CC(N2CCC(n3c(=O)[nH]c4ccccc43)CC2)C(=O)N1Cc1ccccc1 (stereo not drawn)
→ 0.89, 92, 3, 1, -7, -1, 3, -0.3, -0.4, 7
COc1ccc(N2C(=O)/C(=C/c3cc(C)n(-c4ccc(C)cn4)c3C)C(=O)NC2=S)c(OC)c1
→ 1.2, 110, -1, 1.1, 4, 3, -9, 3.8, -0.3, -4
CCOCCc1c(O)[nH]c(=S)[nH]c1=O
→ 1.3, 100, 0, 1, -11, 8, -3, -0.3, 0.1, 11
Fc1ccc(CCNCc2cccc(Cl)c2)cc1
→ 1.2, 100, -6, 1, -1, 11, 0, -4.0, 0.9, 1
COC(=O)CC1=C(C(=O)OC)C2(C(=O)N(C)c3ccccc32)C(C#N)=C(N)O1 (stereo not drawn)
→ 1.1, 94, 0, 1.1, 12, 14, -8, -1.5, -0.1, -12
C=CCN1C(=O)C2(C(C(=O)OCC)=C(N)Oc3ccccc32)c2c1c1ccccc1oc2=O (stereo not drawn)
→ 0.97, 108, 0, 1, -4, 9, 0, 0.2, 0.0, 4
CCn1c(O)c(C(=O)CC2NCCc3ccccc32)c(=O)n(CC)c1=S (stereo not drawn)
→ 0.98, 98, -8, 1.1, 1, 9, -10, -0.2, 0.4, -1
Cn1c(O)c(C(=NCCc2c[nH]c3ccccc23)c2ccccc2)c(=O)n(C)c1=O
→ 0.52, 97, -3, 1, 10, 12, 0, -0.2, 0.4, -10
C[C@@H]1C(=O)O[C@@H]2[C@H](O)C34[C@@H]5OC(=O)C3(O[C@H]3OC(=O)[C@H](O)C34[C@H](C(C)(C)C)[C@H]5O)[C@@]12O (stereo partly drawn)
→ 1, 100, 3, 1.1, 4, 14, -6, -0.2, -0.3, -4
CSCCC(N=Cc1c(O)n(-c2ccc(Br)cc2)c(=O)[nH]c1=O)C(=O)OC(C)(C)C (stereo not drawn)
→ 1, 106, -4, 1.1, 0, 7, -6, 1.7, -0.2, 0
COc1ccc(CC2(CCc3ccncc3)C(=O)NC(=O)NC2=O)cc1OC
→ 1.1, 108, -3, 1.1, 29, 28, -6, 0.5, -0.2, -29
O=[N+]([O-])c1ccc(N2CCNCC2)cc1NCc1ccco1
→ 1.6, 95, 0, 1, -8, 2, 1, x, 0.1, 8
Cc1ccc(N2C(=O)NC(=O)/C(=C\c3cc(C)n(-c4sc5c(c4C#N)CCCC5)c3C)C2=O)cc1
→ 1.1, 98, -9, 1.1, 7, -26, -12, 0.0, -0.4, -7
CCN1/C(=C\C=C\C2=[N+](CC)c3ccccc3C2(C)C)C(C)(C)c2ccccc21
→ 0.17, 40, -7, 0.7, -93, 4, 30, 4.2, -0.5, 93*
CC(=O)c1ccc(OC(=O)N(C)c2ccccc2)cc1
→ 1, 127, -5, 1, 17, 21, 3, -0.1, -0.1, -16
CCn1ccnc1CN1CCCC(C(=O)c2ccc(SC)cc2)C1 (stereo not drawn)
→ 0.82, 97, -6, 1.1, 20, 11, -6, 0.7, 0.2, -20
O=C1NC(=O)C(=Cc2ccccc2OCCOc2ccc([N+](=O)[O-])cc2)C(=O)N1
→ 1.3, 99, 0, 1, 5, -7, 1, -0.3, -0.4, -5
O=P(C(c1c[nH]c2ccccc12)N1CCOCC1)(N1CCOCC1)N1CCOCC1 (stereo not drawn)
→ 0.96, 98, -8, 1, 7, 7, -4, -5.2, -0.2, -7
O=C1Nc2ccccc2Sc2ccccc21
→ 1.1, 99, -6, 1.1, 30, 5, -8, -1.6, 0.1, -30
Cn1c(O)c(/C=C/C=Nc2ccccc2)c(=O)n(C)c1=S
→ 0.98, 102, -3, 1.1, 15, -10, -6, 0.1, -0.5, -15
COc1ccc(C(=O)C2CCCN(Cc3ccccn3)C2)c(OC)c1 (stereo not drawn)
→ 1.1, 95, 2, 1, -5, 5, 0, 0.3, -0.1, 4
C=CCN1C(=O)NC(=O)/C(=C/c2cccn2C)C1=O
→ 1.1, 97, -7, 1.1, 2, 7, -13, -3.2, 0.0, -2
Cc1cc(C)cc(NC(=S)NC2CC3CCCC(C2)N3Cc2cccs2)c1 (stereo not drawn)
→ 1.1, 99, x, 1, -8, 4, 0, -4.1, -0.2, 8
Cc1ccc(/C=C2\C(=O)NC(=O)N(CCc3ccc(F)cc3)C2=O)s1
→ 1.4, 99, 4, 1.1, 0, -4, -6, -0.9, -0.1, 0
CN(C)C(Cc1ccccc1)C(=O)c1ccccc1 (stereo not drawn)
→ 1.2, 111, -6, 1, -1, 3, 2, -0.2, -0.2, 1
O=C1C2CCCC1C(N1CCCC1)CC2 (stereo not drawn)
→ 1.1, 99, -2, 1, 1, 6, 2, -0.6, -0.2, -1
COC(=NC1CCCC1)C(O)c1c[nH]c2ccccc12 (stereo not drawn)
→ 1.1, 94, -1, 1, -4, 9, -4, 1.1, -0.4, 4
CCN(CC)CCCC(C)N=C(c1ccccc1)c1c(O)n(C)c(=O)n(C)c1=O (stereo not drawn)
→ 1, 102, -6, 1, 5, -3, -4, -0.3, 0.4, -5
COc1ccc(CC2C(=O)N(c3ccccc3)C(=O)N(c3ccccc3)C2=O)c(OC)c1
→ 1.2, 102, -4, 1.1, -10, 20, -5, 0.2, -0.1, 10
COc1ccn(C)c(=O)c1C#N
→ 1.2, 108, -2, 1, 10, 7, -4, 0.3, -0.2, -10
COC(=O)C1CN(C#N)N(c2ccc(Cl)cc2)C12c1ccccc1-c1ccccc12 (stereo not drawn)
→ 0.22, 88, 3, 1, -94, 7, 0, 0.0, 6.6*, 94*
O=c1c2ccccc2nc(-c2ccc([N+](=O)[O-])cc2)n1-c1ccccc1
→ 0.94, 104, -5, 1.1, -1, 10, -6, -0.1, -0.3, 1
Cc1[nH]c2ccccc2c1C(=O)C(=O)N1CCC2(CC1)OCCO2
→ 1, 105, -2, 1.1, 17, 2, -8, 0.3, -0.5, -17
O=P(Nc1ccccc1Cl)(c1ccccc1)c1nc2c(s1)CCCC2 (stereo not drawn)
→ 1.3, 101, -6, 1, 22, 7, -4, 1.8, 0.0, -22
Cc1nn(Cc2ccccc2Cl)c(Cl)c1C(=O)OCC(=O)NC(=O)NC1CCCCC1
→ 1.1, 106, 0, 1, 13, 5, -4, 0.1, -0.4, -13
CC(C(N)=O)N1CC(c2ccc(Cl)cc2)CC1=O (stereo not drawn)
→ 0.93, 104, 1, 1, -4, 2, -4, -1.4, -0.2, 4
Cc1ccccc1-n1c(-c2ccco2)nc2ccccc2c1=O
→ 1.2, 94, -13, 1.1, 0, -4, -7, 0.3, -0.5, 0
CCCCn1c(O)c(C(C)=NC(Cc2c[nH]c3ccccc23)C(=O)OC)c(=O)[nH]c1=O (stereo not drawn)
→ 0.83, 101, 1, 1, -3, -10, -2, 0.2, -0.2, 4
COC(=O)CSC1=NP(=S)(SCC(=O)OC)N2CCCC2=C1C#N (stereo not drawn)
→ 0.92, 91, -2, 1, 0, 8, -3, -0.3, 0.5, 0
O=C1CN=C(c2ccc(F)cc2)c2oc3ccccc3c2N1
→ 1, 88, -3, 1.1, 2, 3, -8, -0.3, -0.3, -2
C[C@]12CC(=CO)C(=O)C[C@@H]1CC[C@@H]1[C@@H]2CC[C@@]2(C)[C@H]1CC[C@]2(C)O
→ x, x, -3, 1, x, 6, 0, x, 0.0, x

Record cards, from the list above:
Cc1cc(C)cc(NC(=S)NC2CC3CCCC(C2)N3Cc2cccs2)c1 (stereo not drawn) is listed as NF-kB expr up: 1.1; STAT1 act: 99; HMGR II inh: x; FLuc stim CS: 1; APP 5'UTR act: -8; G6PDH CS: 4; FLuc inh counter: 0; Redox H2O2 prof: -4.1; Hsp70 act: -0.2; APP 5UTR inh: 8
CC(C)(C)c1nc(NCc2ccc3c(c2)OCO3)c2nnn(Cc3ccccc3Cl)c2n1 is listed as NF-kB expr up: 1.1; STAT1 act: 106; HMGR II inh: -1; FLuc stim CS: 1; APP 5'UTR act: 12; G6PDH CS: 6; FLuc inh counter: 1; Redox H2O2 prof: 4.3; Hsp70 act: 0.7; APP 5UTR inh: -12
